High-throughput results as filed in PubChem.
CXCR6 block – CXCR6 (human) receptor inhibition | hit rate 0.36% among 360,000 | inhibition, % at 20 µM | CHO-K1 PathHunter CXCR6 beta-arrestin, luminescence; in the data active = inhibition above about 34%, passing the limit was not always enough;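 also: antagonist mode with CXCL16 agonist at 10 nM final; 0% = 10 nM CXCL16 with DMSO and 100% = unstimulated wells without agonist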
Target sequence (O00574 whole entry, looked up): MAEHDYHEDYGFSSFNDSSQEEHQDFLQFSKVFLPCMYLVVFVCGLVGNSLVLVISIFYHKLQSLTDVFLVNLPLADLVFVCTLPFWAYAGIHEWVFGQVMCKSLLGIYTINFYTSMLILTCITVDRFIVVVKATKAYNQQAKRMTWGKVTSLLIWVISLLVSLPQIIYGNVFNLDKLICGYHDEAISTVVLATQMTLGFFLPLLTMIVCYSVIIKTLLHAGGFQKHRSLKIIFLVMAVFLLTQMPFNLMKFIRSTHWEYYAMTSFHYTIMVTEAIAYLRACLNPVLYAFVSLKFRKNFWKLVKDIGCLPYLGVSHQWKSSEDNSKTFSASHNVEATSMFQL
EBI2 antag – blocks human EBI2 receptor beta-arrestin signaling | EBI2 beta-arrestin recruitment, luminescence, 7a,25-OHC stimulated | AID 651636 | inhibition, % at 5 µM | hit rate 0.81% among 360,000; in the data active = inhibition above about 38%;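 also: enzyme fragment complementation signal reports receptor beta-arrestin coupling in cells; 0% = agonist plus DMSO wells and 100% = wells without agonist; some results beyond the cut were filed as inactive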
Target sequence (P32249 whole entry, looked up, the tested form may be a part): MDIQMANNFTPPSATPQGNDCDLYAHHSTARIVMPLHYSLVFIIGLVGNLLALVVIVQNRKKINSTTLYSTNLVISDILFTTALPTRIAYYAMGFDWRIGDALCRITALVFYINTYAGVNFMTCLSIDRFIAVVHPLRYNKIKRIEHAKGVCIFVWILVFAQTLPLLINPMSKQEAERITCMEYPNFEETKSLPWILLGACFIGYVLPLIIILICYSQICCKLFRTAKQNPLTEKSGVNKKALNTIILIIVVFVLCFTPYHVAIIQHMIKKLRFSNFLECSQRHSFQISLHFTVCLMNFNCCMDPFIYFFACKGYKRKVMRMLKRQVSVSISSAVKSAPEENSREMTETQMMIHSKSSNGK
Numbers without * were called inactive.

SMILES | CXCR6 block | EBI2 antag
CCCCN(C)c1c(C)nc2ccc(C(=O)N3CCN(C(C)=O)CC3)cn12 | 4 | -14
O=C(Nc1ccccc1Cl)c1cc(C2CCCCN2C(=O)OCCF)on1 (stereo not given) | 3 | 2
COC(=O)C1(C(=O)OC)CCCCN(S(=O)(=O)c2ccc(C)cc2)CCC1 | -5 | -5
S=C1Nc2ccccc2CS1 | -1 | 9
COc1ccccc1CNc1nc(NCc2cccs2)nc2ccsc12 | 2 | -14
OC[C@@H]1CN(Cc2ccc(F)cc2)C[C@H](n2cnc3c(N4CCOCC4)ncnc32)O1 | 2 | 0
CN1/C(=C/C=C/c2n(C)c3cc([N+](=O)[O-])c([N+](=O)[O-])cc3[n+]2C)C(C)(C)c2ccccc21 | 48* | 4
CCNC(=O)C1(C)CCCN(C(=O)c2oc3ccccc3c2C)C1 (stereo not given) | -6 | -9
CCc1ccc(N(CC(=O)N2CCCC2)S(C)(=O)=O)cc1 | 0 | -4
CCN(CC)C(=O)Cn1cc(S(=O)(=O)CC(=O)Nc2cccc(NC(C)=O)c2)c2ccccc21 | 4 | -22
CCCS(=O)(=O)NC(=O)C1(C)CCN(C(=O)c2oc3ccccc3c2C)C1 (stereo not given) | -4 | -4
OC[C@@H]1CN(Cc2ccc3c(c2)OCO3)C[C@H](n2cnc3c(NC4CCC4)ncnc32)O1 | -2 | -1
COC(=O)[C@@]1(Cc2ccc(F)cc2)[C@H]2c3cc(C(=O)N(C)C)n(CCc4c[nH]c5ccc(OC)cc45)c3C[C@H]2CN1C(=O)c1ccccc1 | 5 | 10
O=C(NC(c1ccc(-c2ccccc2)cc1)c1cnccn1)C1CCN(CCOc2ccc(F)cc2)CC1 (stereo not given) | 1 | 17
O=[N+]([O-])c1ccccc1S(=O)NCc1c(Cl)cccc1Cl (stereo not given) | 1 | -6
COc1cccc(-c2cnc3c(NC(C)=O)cc(-c4ccc(C(=O)NC5CC5)cc4)cn23)c1 | 4 | 15
CCCCN1C(=O)C(CC(=O)NCc2cccs2)CC(C(=O)N(C(C)C)C(C)C)=C1C (stereo not given) | 2 | 2
COc1cc(C(O)c2nc(-c3cccc(NC(C)=O)c3)cs2)ccc1F (stereo not given) | -7 | 2
COc1ccc(C=C2Cc3ccccc3C2=O)cc1 | 4 | 5
O=C(Nc1cccnc1)C1Cc2c(-c3cccc(F)c3)ccnc2O1 (stereo not given) | -1 | -15
CC1=C(C(=O)N2CCCCCC2)CC(CC(=O)NCCc2ccccn2)C(=O)N1CCC1=CCCCC1 (stereo not given) | 10 | 7
CCCNC(=O)c1cc(C2CCCCN2C(=O)CCc2ccccc2)on1 (stereo not given) | -7 | -6
Nc1ccn([C@@H]2O[C@H](CNC(=O)[C@@H](N)CSCc3ccccc3)[C@@H](O)[C@H]2O)c(=O)n1 | -1 | -4
COc1ccc(-c2ccccc2C2=CC(=O)CC(C)(C)C2=O)cc1 | -7 | 3
O=c1c2ccccc2on1-c1ccccc1 | -10 | -6

Brought forward from above: 6 entries; new compounds follow.
SMILES | CXCR6 block | EBI2 antag
O=C(Nc1cccnc1)C1Cc2c(-c3cccc(F)c3)ccnc2O1 (stereo not given) | -1 | -15
CC1=C(C(=O)N2CCCCCC2)CC(CC(=O)NCCc2ccccn2)C(=O)N1CCC1=CCCCC1 (stereo not given) | 10 | 7
CCCNC(=O)c1cc(C2CCCCN2C(=O)CCc2ccccc2)on1 (stereo not given) | -7 | -6
Nc1ccn([C@@H]2O[C@H](CNC(=O)[C@@H](N)CSCc3ccccc3)[C@@H](O)[C@H]2O)c(=O)n1 | -1 | -4
COc1ccc(-c2ccccc2C2=CC(=O)CC(C)(C)C2=O)cc1 | -7 | 3
O=c1c2ccccc2on1-c1ccccc1 | -10 | -6
CC1Cc2[nH]c(=S)[nH]c(=O)c2C(C)O1 (stereo not given) | -2 | -5
CCOC(=O)c1ccc(O)c(-n2cc3c(c2-c2ccccc2)c(=O)n(C)c(=O)n3C)c1 | 0 | -6
O=c1ccc2cccc([N+](=O)[O-])c2[nH]1 | -11 | -9
COC(=O)c1ccc2nc(-c3cccc(Cl)c3)c(CC3CCCCC3)n2c1 | 0 | 17
Cc1cc(C)cc(Cn2cc(CN3CC(N4CCN(Cc5ccccc5F)CC4)CS3(=O)=O)nn2)c1 (stereo not given) | -3 | 5
Cc1ccc2nc(-c3ccc(C#N)cc3)c(Cc3ccccn3)n2c1 | -3 | -5
C[C@H](NC(=O)c1nc[nH]c1C(=O)N(C)CCO)c1ccccc1 | 6 | -13
CCC(=O)[C@@H](C)[C@@H](OC(C)=O)[C@H](C)C[C@@H](C)[C@H]1OC(=O)C[C@@]2(O)CC=C(C)C(O2)C(C)=CCCC[C@H](O[C@H]2C[C@@H](OC(N)=O)[C@H](OC(C)=O)[C@@H](C)O2)C=C[C@H](C)C[C@H]1C | -16 | -19
Nc1ccn([C@@H]2O[C@H](CNCc3ccc(OCC(=O)Nc4nccs4)cc3)[C@@H](O)[C@H]2O)c(=O)n1 | 7 | -8
COc1ccccc1OCC(=O)NCC1CCCN(C(=O)c2cccc(C)c2)C1 (stereo not given) | 0 | -14
COC(=O)c1sccc1S(=O)(=O)Nc1ccc(C(O)(C(F)(F)F)C(F)(F)F)cc1 | 7 | 2
CCCC(=O)N1CCCC1(C)C(=O)NCc1ccc(F)cc1Cl (stereo not given) | -2 | 1
OC(c1cccc(Cl)c1)c1nc(-c2cc3ccccc3o2)cs1 (stereo not given) | -7 | 6
O=C(C1CCCCC1)N1C[C@H](n2cc(C3CC3)nn2)[C@@H](O)C[C@@H]1c1ccc(Cl)cc1 | 3 | -5
COc1cc(OC)cc(C(=O)NNC(=O)C2CCC2)c1 | -5 | -5
CC1(c2nnnn2-c2ccc3c(c2)OCCO3)CCC(=O)N1CCc1ccccc1F (stereo not given) | -9 | 2
O=C1NC[C@@H](CCCCN2C[C@H](Cc3ccc(O)cc3)N(CC3CCCCC3)C(=O)C2=O)N(CCc2ccccc2)C1=O | -6 | 0
CS(=O)(=O)c1ccc(-c2csc(C(O)(c3ccccc3)C(F)(F)F)n2)cc1 (stereo not given) | 0 | 20
Cn1c(=O)c2cc(NC(=O)Nc3cccnc3)ccc2n1Cc1ccc(Cl)cc1 | -10 | -3
O=C(O)c1ccc(CN2C[C@@H](CO)O[C@@H](n3cnc4c(NCc5ccc(F)cc5)ncnc43)C2)cc1 | -5 | -22
COC(=O)c1ccc2nc(C3CCCCC3)c(Cc3ccc(C)cc3)n2c1 | 3 | 32
O=C(NC1CCCC1)C1c2ccccc2OCC(=O)N1CCCN1CCOCC1 (stereo not given) | -6 | -4
COc1cccc(C=Cc2nccc3ccccc23)c1OC | 2 | 25
O=C(c1[nH]c(C(F)(F)F)nc1-c1ccccc1)N1CCOCC1 | -2 | -6
Cc1c(C(=O)NCc2cccc(C(F)(F)F)c2)sc(=O)n1Cc1cccc(F)c1 | 5 | 8

Taken from above:
`Nc1ccn([C@@H]2O[C@H](CNC(=O)[C@@H](N)CSCc3ccccc3)[C@@H](O)[C@H]2O)c(=O)n1` in CXCR6 block is entered as -1
`C[C@H](NC(=O)c1nc[nH]c1C(=O)N(C)CCO)c1ccccc1` in EBI2 antag is entered as -13
`CC1(c2nnnn2-c2ccc3c(c2)OCCO3)CCC(=O)N1CCc1ccccc1F` (stereo not given) in EBI2 antag is entered as 2
`Cc1c(C(=O)NCc2cccc(C(F)(F)F)c2)sc(=O)n1Cc1cccc(F)c1` in CXCR6 block is entered as 5
`CCNC(=O)C1(C)CCCN(C(=O)c2oc3ccccc3c2C)C1` (stereo not given) in CXCR6 block is entered as -6

Further compounds:
SMILES | CXCR6 block | EBI2 antag
CCc1nc2c(OCCOC)cccn2c1N(C)C(=O)c1ccc(C)cc1 | -4 | -3
CCc1ccc([C@@H]2C[C@H]3[C@@H](CN2S(=O)(=O)c2ccc(C)cc2)C(=O)C[C@@H](c2ccc(C)cc2)N3S(=O)(=O)c2ccc(C)cc2)cc1 | 7 | 6
CN1OC[C@@H]2CN(S(=O)(=O)c3cc(Cl)cc(Cl)c3)[C@H](c3ccc(-c4ccc(C#N)cc4)cc3)C[C@@H]21 | -11 | 11
O=C(CCNC(=O)N1CC(=O)Nc2ccccc21)NCc1ccccc1Cl | -3 | -4
c1ccc(NN(Cc2ccncc2)c2ccccc2)cc1 | 3 | 3
OC(c1ccc2ccccc2c1)c1ncc(-c2ccc(C(F)(F)F)cc2)[nH]1 (stereo not given) | -6 | 1
O=S1(=O)C[C@H](N2CC[C@@H](O)C2)[C@@H](COCc2ccccc2)N1 | -7 | 1
O=C(NCC1CCOCC1)C1Cc2c(-c3ccccc3Oc3ccccc3)ccnc2O1 (stereo not given) | -4 | 2
CC1(C)CC(=O)C2=C(C1)OC1=C(C(=O)CC(C)(C)C1)C2c1cccc([N+](=O)[O-])c1 | 8 | -16
CC1=C(C(=O)N2CCOCC2)CC(CC(=O)NCCc2ccccn2)C(=O)N1Cc1ccc(C(C)(C)C)cc1 (stereo not given) | 5 | -10
CC(C)n1c(=O)c2ccccc2n1Cc1cn(Cc2cccs2)nn1 | 2 | -3
COc1ccc(N2CCN(C(=O)C(=O)c3cn(CC(=O)N4CCCC4)c4ccccc34)CC2)cc1 | -6 | -9
CCOC(=O)c1ccc(NC(=O)c2ncn3c2C(=O)N[C@H](C)C3)cc1 | -2 | -11
COc1ccc(CCNC(=O)Nc2nnc([C@@H]3C[C@H](O)[C@@H](CO)O3)s2)cc1OC | -1 | -6
O=c1[nH][nH]c2c1[C@H](c1ccccc1)O[C@H](C1CCCCC1)C2 | 4 | 10
CC(=O)Nc1cc(-c2ccccc2CN(C)C)cn2c(-c3ccc(F)c(Cl)c3)cnc12 | 4 | 9
CCOc1ccc(-c2cc(C(=O)Nc3cccc(C(F)(F)F)c3)[nH]n2)c(C)c1 | -4 | 30
c1ccc(COc2ccc(-c3cc4nc(NCc5ccc6c(c5)OCO6)ccn4n3)cc2)cc1 | -5 | 18
CC(C)(C)n1nnnc1C(c1ccnc2ccccc12)N1CCN(C/C=C/c2ccccc2)CC1 (stereo not given) | 6 | 28
Cc1ccc(N2CC(C(=O)NC3CCCCCC3)CC2=O)cc1 (stereo not given) | -2 | 20
CCCC[C@@H]1CNC(=O)C(=O)N1CCCCC1CCCCC1 | 5 | 3
CC(C)CNC(=O)C1(C)CCCCCN1C(=O)c1cc(C#N)cs1 (stereo not given) | -10 | -21
CC(C)C[C@H]1CN(CCCC[C@H]2CNC(=O)C(=O)N2CC2CCCCC2)C(=O)C(=O)N1Cc1ccccc1 | -2 | -3
COc1c(Cl)cc(C(=O)Nc2cccnc2)cc1Cl | 2 | -11
Cc1cccc(C(O)c2ncc(-c3ccccc3Cl)[nH]2)c1C (stereo not given) | -2 | 10

Single records, from the list above:
O=C(CCNC(=O)N1CC(=O)Nc2ccccc21)NCc1ccccc1Cl across the screens: CXCR6 block = -3; EBI2 antag = -4
c1ccc(NN(Cc2ccncc2)c2ccccc2)cc1 across the screens: CXCR6 block = 3; EBI2 antag = 3

(further entries)
SMILES | CXCR6 block | EBI2 antag
CN1OC[C@@H]2CN3C(=O)N(c4ccccc4)c4ccccc4[C@@H]3C[C@@H]21 | -6 | -7
CCC(=O)N(C)C[C@H]1Oc2cc(Br)ccc2S(=O)(=O)N([C@@H](C)CO)C[C@H]1C | -1 | -2
COc1cc(OC)c(NS(=O)(=O)c2cc(C(=O)NCCCN3CCOCC3)ccc2C)cc1Cl | 0 | 14
C#CC(c1ccccc1)(c1ccccc1)n1ccnc1 | 2 | 4
CCCCN1C(=O)C(CC(=O)NC2CC2)CC(C(=O)N2CCOCC2)=C1C (stereo not given) | -2 | -4
O=C(O)Cc1cccc2c(=O)cc(-c3ccccc3)oc12 | -2 | -5
CCCCn1nnnc1C(c1ccccc1)N1CCN(c2cccc(C(F)(F)F)n2)CC1 (stereo not given) | 7 | 7
CNC[C@H]1Oc2cc(Br)ccc2S(=O)(=O)N([C@H](C)CO)C[C@H]1C | 2 | -4
COc1cc(/C=C2/SC(=S)N(CCC(=O)N3CCN(C)CC3)C2=O)cc(OC)c1OC | -5 | -3
COc1ncnc2c1ncn2CCCN[C@H](C)c1cccc2ccccc12 | 4 | -3
CC(C)(C)C(=O)c1c(N)[nH]c(C(=O)c2ccccc2)c1-c1ccc(Cl)cc1 | -2 | -4
O=C(CCCN1C(=O)c2cccc3cccc(c23)C1=O)OCC(=O)N1CCCCC1 | 2 | 1
CCOC(=O)C1CCCN(C(=O)c2cc(F)ccc2C)CC1 (stereo not given) | -2 | -1
CCC(=O)N1CCC(C)(C(=O)Nc2ccc3c(c2)OCCO3)C1 (stereo not given) | -2 | -3
Clc1cccc(Cc2c(C3CCCCC3)nc3c4ccccc4ccn23)c1 | 10 | 22
CSc1ccc(CN2CCC(C)(Oc3ccc(C(C)=O)cc3)C2)cc1 (stereo not given) | 0 | 2
CC(=O)NC(c1ccccc1)c1nc(-c2ccc3ccccc3c2)cs1 (stereo not given) | -10 | 9
COc1ccccc1-c1cc2nc(NCc3cccc(Cl)c3)ccn2n1 | 3 | 5
CC1(C(=O)NS(=O)(=O)c2cccc(OC(F)F)c2)CCN1C(=O)CC1CCCC1 (stereo not given) | -6 | 4
NC(COCc1ccccc1)c1csc(Nc2nncc3ccccc23)n1 (stereo not given) | -5 | -8
CCCCc1c(-c2ccccc2OC)ncn1CCc1cccc(Cl)c1 | 2 | 20
COc1ccc([N+](=O)[O-])cc1N(CC(O)CN1C(=O)NC(C)(C)C1=O)S(=O)(=O)c1ccc(C)cc1 (stereo not given) | -2 | 1
CCOC(=O)C1CCCN(C(=O)c2ccccc2)CC1 (stereo not given) | -7 | 7
CCCCNC(=O)C1(C)CCN1C(=O)c1sccc1C (stereo not given) | 2 | -10
CCOC(=O)N1CCN(S(=O)(=O)N2CCCC(C(=O)NCc3cc(OC)ccc3OC)C2)CC1 (stereo not given) | 0 | 3
Nc1nc2ccccc2cc1C(=O)NCCCCc1ccccc1 | -6 | -5
CN(C)c1ccc(C=C2C=C(c3ccccc3)OC2=O)cc1 | 36 | 23
Cc1ccccc1C(=O)NC1CC2CCCC(C1)N2Cc1ccccc1Cl (stereo not given) | 4 | -1

Some of the compounds tested; rates above refer to the full screens.
